# Bioassay records (PubChem BioAssay)
# ANO1 activ – TMEM16A chloride channel activators or potentiators, primary screen, cell-based, HTS; Anoctamin-1 (Mus musculus), Q8BHY3; HEK293 TMEM16A/YFP-H148Q/I152L, iodide quench fluorescence; hits give low values; B-score at 10 µM; 340,000 tested, 0.3% active;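 active = fluorescence-ratio B-score plate-corrected deviation score at least 3 library SD below zero, with starting fluorescence score within 5 deviations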;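 also: channel opened by trigger with iodide after compound preincubation; score built on the fluorescence ratio of max minus min over baseline; more negative score means more quench and so TMEM16A activation or potentiation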
# KCNK3 inh – human KCNK3 channel inhibitors, primary screen, CHO cells, FluxOR thallium flux, B-score | FluxOR fluorescence; hits give low values | 340,000 tested, 0.84% active | AID 602410, 2012 | B-score at 10 µM | Potassium channel subfamily K member 3 (Homo sapiens), O14649;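 active = B-score under library mean minus 4 SD, starting fluorescence ratio at most library mean plus 5 SD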;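 also: more negative B-score means stronger inhibition of thallium flux through KCNK3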
# Target sequence (O14649 whole entry, looked up): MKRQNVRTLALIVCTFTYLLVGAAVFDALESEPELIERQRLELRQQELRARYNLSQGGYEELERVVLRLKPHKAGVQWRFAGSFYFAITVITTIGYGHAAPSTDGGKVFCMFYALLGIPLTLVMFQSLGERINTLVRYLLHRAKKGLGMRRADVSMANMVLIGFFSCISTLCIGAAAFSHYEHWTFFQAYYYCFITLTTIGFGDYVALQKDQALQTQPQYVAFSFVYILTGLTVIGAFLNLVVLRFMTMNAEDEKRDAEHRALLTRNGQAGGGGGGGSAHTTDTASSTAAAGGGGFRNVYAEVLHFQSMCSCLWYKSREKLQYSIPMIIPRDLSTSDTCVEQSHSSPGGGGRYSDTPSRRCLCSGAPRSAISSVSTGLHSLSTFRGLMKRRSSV
# * hit, by the source's call; i = inactive. An excerpt; rates above refer to the full screens.
smiles	ANO1 activ	KCNK3 inh
COc1cccc(NC(=O)CN(C)C(=O)[C@@H]2CCCN2C(=O)c2cccs2)c1	i	i
CC(C(=O)Nc1ccc(Cl)cc1Cl)N1C(=O)NC2(CCCCCCC2)C1=O (configuration not stated)	i	i
O=C(CCNC(=O)c1ccco1)NCc1ccc(C(=O)O)cc1	i	i
O=C(Nc1ccc(S(=O)(=O)N2CCCCC2)cc1)c1ccc(=O)[nH]c1	i	i
Cc1ccc(S(=O)(=O)NC(=O)C2CCCCC2)cc1	i	i
O=C(NNC(=O)c1ccccc1Br)c1cnccn1	i	i
COc1ccc(C(=O)N(C)Cc2nc3ccccc3c(=O)[nH]2)cc1S(=O)(=O)N1CCCC1	i	i
COC1OC2COC(c3ccccc3)OC2C(O)C1NC(=O)c1ccccc1 (configuration not stated)	i	i
CC(C)(C)c1ccc(C(=O)N2CCN(C(=O)c3cccs3)CC2)cc1	i	i
O=C(COC(=O)c1ccc(O)cc1O)NC12CC3CC(CC(C3)C1)C2	i	i

# Part of the list above, with two lines to a compound.
# Order of results – ANO1 activ, KCNK3 inh
- O=C(Nc1ccc(S(=O)(=O)N2CCCCC2)cc1)c1ccc(=O)[nH]c1
→ i, i
- Cc1ccc(S(=O)(=O)NC(=O)C2CCCCC2)cc1
→ i, i
- O=C(NNC(=O)c1ccccc1Br)c1cnccn1
→ i, i
- COc1ccc(C(=O)N(C)Cc2nc3ccccc3c(=O)[nH]2)cc1S(=O)(=O)N1CCCC1
→ i, i
- COC1OC2COC(c3ccccc3)OC2C(O)C1NC(=O)c1ccccc1 (configuration not stated)
→ i, i
- CC(C)(C)c1ccc(C(=O)N2CCN(C(=O)c3cccs3)CC2)cc1
→ i, i

# Next results:
smiles	ANO1 activ	KCNK3 inh
O=S(=O)(c1ccc(F)cc1)N1CCN(Cc2nnc(-c3ccccc3)o2)CC1	i	i
Cc1ccc(NC(=O)COC(=O)c2ccc3c(c2)OCCO3)cc1	i	i
COc1ccc(C(=O)C(C)OC(=O)CNC(=O)C2CCCCC2)cc1 (configuration not stated)	i	i
c1cnc2ccc3c(c2c1)COCO3	i	i
CN(CC(=O)NCCc1ccc(F)cc1)CC(=O)Nc1ccc(F)c(F)c1F	i	i
COc1ccc(NC(=O)CN(C)CC(=O)c2c(C)[nH]c3ccccc23)cc1	i	i
CC(C)(C)C(=O)Nc1ccc(C(=O)COC(=O)C2CC2)cc1	i	i
O=C(CCN1C(=O)c2cccc([N+](=O)[O-])c2C1=O)NC1CCCCCC1	i	i
CCCc1cc(=O)[nH]c(SCC(=O)NCCN2C(=O)CSC2=O)n1	i	i
COc1ccc(S(=O)(=O)N2CCOCC2)cc1NC(=O)CCCOc1ccccc1	i	i

# (next part)
smiles	ANO1 activ	KCNK3 inh
O=C(Nc1ccccc1)OCC1COC(c2ccccc2)(c2ccccc2)O1 (configuration not stated)	i	i
CCN(CC)S(=O)(=O)c1ccc(=O)n(CC(=O)N2Cc3ccccc3CC2C(N)=O)c1 (configuration not stated)	i	i
O=C(COC(=O)CCNS(=O)(=O)c1ccccc1)NC(=O)Cc1ccccc1	i	i
CCOC(=O)c1sc(NC(=O)CN2C(=O)C3CC=CCC3C2=O)nc1C (configuration not stated)	i	i
O=C(/C=C/c1ccc(Cl)cc1)N1CCN(CCN2C(=O)c3cccc4cccc(c34)C2=O)CC1	i	i
COc1cc2ccccc2cc1C(=O)N1CC(C)OC(C)C1 (configuration not stated)	i	i
COc1cc(C2C3=C(COC3=O)Oc3cc4c(cc32)OCO4)ccc1O (configuration not stated)	i	i
O=C(NCCN1CCOCC1)c1ccc(Cl)c(S(=O)(=O)NCc2ccccc2)c1	i	i
Cc1noc(C)c1C(=O)OC(C)C(=O)Nc1ccc(C(N)=O)cc1 (configuration not stated)	i	i
CC1CCN(C(=O)c2ccc(N3CCOCC3)c([N+](=O)[O-])c2)CC1	i	i

# Next section:
smiles	ANO1 activ	KCNK3 inh
Oc1cccc(Nc2ccccc2)c1	i	i
CC(C)C[C@H](CO)N(Cc1ccccc1)S(=O)(=O)N(Cc1ccccc1)[C@@H](CO)CC(C)C	i	i
Cc1ccc(S(=O)(=O)N2CCOCC2)cc1NC(=O)CNCc1ccc(Cl)cc1Cl	i	i
CCN(CC(=O)Nc1ccccc1OC)C(=O)CC1CCCC1	i	i
COc1ccc(OCc2nnc(SCC(=O)NCC3CCCO3)n2N)cc1 (configuration not stated)	i	i
O=C(NCC1CCCO1)c1ccccc1NS(=O)(=O)c1cc([N+](=O)[O-])ccc1Cl (configuration not stated)	i	i
COc1cccc(C=NNC(=O)c2ccncc2)c1O	i	i
C#CCOCCOCCOCCNc1nc(N2CCN(C(=O)[C@H](CO)n3cc([C@@H](N)C(C)C)nn3)CC2)nc(N2CCN(C(=O)[C@H](CO)n3cc([C@@H](N)C(C)C)nn3)CC2)n1	i	i
CC1=NN(c2ccccc2C)C(=O)C1	i	i
COc1cccc(CN(C)C(=O)C2CSC3(C)CCC(=O)N23)c1OC (configuration not stated)	i	i

# Remaining list, next part.
smiles	ANO1 activ	KCNK3 inh
COc1cc(-c2c(-c3ccsc3)sc3ccccc23)cc(OC)c1OC	i	i
CC(=O)c1cccc(NC(=O)CN2CCN(S(=O)(=O)/C=C/c3ccccc3)CC2)c1	i	i
COc1ccc(NC(=O)Nc2ccc3c(c2)C(=O)N([C@@H](C)CO)C[C@@H](C)[C@@H](CN(C)CC2CCCCC2)O3)cc1	i	i
O=C(NN=Cc1ccccc1OC(F)F)c1ccc(NS(=O)(=O)c2cccs2)cc1	i	i
CC(=O)c1c(C)[nH]c(C(=O)OCC(=O)N2CCN(S(=O)(=O)c3ccc(C)cc3)CC2)c1C	i	i
O=C(CCNC(=O)c1ccccc1)NCCCc1ccccc1	i	i
CN(C)c1ccc(C=c2c3ccccc3n3c2cc(-c2ccccc2)[n+]3C)cc1	i	-15.4*
OCC1OC(n2cnc3c(/C=C(\O)c4ccccc4)ncnc32)C(O)C1O (configuration not stated)	i	i
CCSc1ccc([C@@H]2[C@@H]3C(=O)N(C)C(=O)[C@@H]3[C@]3(C(=O)OC)CCCCN23)cc1OC	i	i
O=C(COC(=O)C1(c2ccc(F)cc2)CCCC1)N1CCNC1=O	i	i

# (cont.)
smiles	ANO1 activ	KCNK3 inh
COc1ccc(N2CCN(C(=O)c3ccc(S(=O)(=O)NCc4ccco4)cc3)CC2)cc1	i	i
N#Cc1cccc2cccc(S(=O)(=O)N3CCOCC3)c12	i	i
Cc1cnc(N=Nc2ccccc2)[nH]1	i	i
CC(Sc1ncccn1)C(=O)NC1CCCC1 (configuration not stated)	i	i
C=CC(=O)OCCOCCOCCOCCOC(=O)C=C	i	i
CC(=O)c1ccc(OCCCC(=O)Nc2ccc(C)c(S(=O)(=O)N3CCCCC3)c2)cc1	i	i
CCC(C)N(C(=O)CSc1nnc(-c2cccs2)n1C1CC1)C1CCS(=O)(=O)C1 (configuration not stated)	i	i
Cn1nnnc1Sc1ncnc2scc(-c3ccc4c(c3)OCO4)c12	i	i
CCCCN(C(=O)c1c(CC)noc1C)c1c(N)n(CC(C)C)c(=O)[nH]c1=O	i	i
O=C(O)C1=CCCc2ccc(F)cc21	i	i

# KCNK3 inh: hit marks shown above
smiles	ANO1 activ	KCNK3 inh
CN(C)c1ccc(C=c2c3ccccc3n3c2cc(-c2ccccc2)[n+]3C)cc1	i	-15.4*

# The list goes on.
smiles	ANO1 activ	KCNK3 inh
Cc1ccc(NC(=O)COC(=O)Cn2cnc3ccccc32)c(C)c1	i	i
CCc1c(C)nc2[nH]ncn2c1=O	i	i
CC(=O)c1c(C)[nH]c(C(=O)OCc2cc(=O)n3cc(Br)ccc3n2)c1C	i	i
CCn1nnnc1SCC(=O)N1N=C(c2cccs2)CC1c1cccs1 (configuration not stated)	i	i
Cn1cnnc1SCC(=O)c1ccc2c(c1)NC(=O)CO2	i	i
COc1ccc(/C=C/C(=O)OCC(=O)Nc2cccc(S(=O)(=O)NC3=NCCCCC3)c2)cc1	i	i
CN(CCc1ccccc1)C(=O)c1ccc(NC(=O)Cc2ccc(NC(=O)C3CCN(C(=O)C4CCCC4)CC3)cc2)cc1	i	i
CCOC(=O)[C@H]1[C@H]2COc3ccc(C)cc3[C@@H]2N2C(=O)c3cc(Br)ccc3NC(=O)[C@@]12C	i	i
O=C1NC[C@@H](c2ccccc2)OC(=O)[C@@H](Cc2ccc(F)cc2)CC/C=C/C[C@@H]1CC(=O)N(CCO)Cc1ccccc1	i	i
O=C(Nc1nc2ccc(F)cc2s1)C1CC(=O)N(c2ccc3c(c2)OCCO3)C1 (configuration not stated)	i	i

# The listing continues:
smiles	ANO1 activ	KCNK3 inh
CC(C)(C)c1ccc(C(=O)NCC(=O)OCC(=O)NC(=O)NC2CCCC2)cc1	i	i
O=C(OCC(=O)N1CCCCCC1)c1ccc(Cl)nc1	i	i
Cc1ccc(S(=O)(=O)N2CCN(C(=O)COC(=O)/C=C/c3ccc(Cl)cc3)CC2)c(C)c1	i	i
N#Cc1ccsc1NC(=O)C1=COCCO1	i	i
COc1ccc(-c2nc3ccccc3s2)cc1	i	i
Cc1ccc(OCCOc2ccc(S(=O)(=O)N3CCCC3)cc2C(N)=O)cc1	i	i
Cc1ccc2c(Cl)cc(Cl)c(OCC(=O)N3CCOCC3)c2n1	i	i
Cc1ccccc1OCCOC(=O)c1cc(S(=O)(=O)N2CCCCC2)ccc1N1CCOCC1	i	i
COc1ccc(N2CCN(C(=O)COC(=O)c3ccc(Cl)nc3)CC2)cc1	i	i
Cc1cc(OCC(=O)OCC(=O)NCc2cccs2)ccc1Cl	i	i

# Later entries.
smiles	ANO1 activ	KCNK3 inh
COC(=O)c1c(-c2ccc(S(C)(=O)=O)cc2)sc2cc(OC)ccc12	i	i
CN(CC(=O)Nc1ccc(F)cc1)CC(=O)N(C)C1(C#N)CCCCC1	i	i
Cc1cn(C2CC(O)C(CO)O2)c(=O)n(Cc2ccccc2)c1=O (configuration not stated)	i	i
C1=C[C@H]2CC[C@@H]1N(c1ccccc1)O2	i	i
Cc1cccc(-n2nnnc2SCC(=O)NC2CCCC2)c1	i	i
CCOc1cc(C=NN2CCCCCC2)ccc1O	i	i
Cn1cc(Cc2ccccc2)c(=O)c(Cc2ccccc2)c1	i	i
O=C(CN1CCN(S(=O)(=O)c2ccccc2)CC1)Nc1ccnn1C1CCCC1	i	i
COc1ccc(-c2cn3nc4c(nc3n2)CCCC4)cc1	i	i
CCOc1ccc(S(=O)(=O)N2CN(c3cccc(C(C)=O)c3)c3nc4ccccc4nc32)cc1	i	i

# The listing continues:
smiles	ANO1 activ	KCNK3 inh
COc1ccccc1C1CC(=O)Oc2cc(C)c(Cl)c(C)c21 (configuration not stated)	i	i
O=C1C=C(c2cc(C(F)(F)F)cc(C(F)(F)F)c2)C[C@@H](c2ccc3c(c2)OCO3)C1	i	i
Cc1ccc(S(=O)(=O)CCC(=O)OCC(=O)NCCc2ccc(S(N)(=O)=O)cc2)cc1	i	i
O=C(NNC(=O)c1cccc(S(=O)(=O)Nc2ccc(Cl)cc2)c1)c1ccc(=O)[nH]c1	i	i
CN(CC(=O)Nc1ccc(F)cc1)C(=O)c1cn(-c2ccccc2)nc1-c1cccs1	i	i
NS(=O)(=O)c1cc(C(=O)OCC(=O)N2CCc3ccccc3C2)ccc1Cl	i	i
O=C(COC(=O)c1ccc(OC(F)(F)F)cc1)Nc1ncccn1	i	i
CCOc1ccc(C2=Nn3c(CC)nnc3SC2)cc1	i	i
C[C@@H]1CC[C@]2(C(=O)O[C@@H]3O[C@H](CO)[C@@H](O)[C@H](O)[C@H]3O)CC[C@]3(C)C(=CCC4[C@@]5(C)C[C@@H](O)[C@H](O)[C@@](C)(C(=O)O[C@@H]6[C@H](O)C[C@@]7(C)C(CC[C@]8(C)C7CC=C7[C@H]9[C@](C(=O)O[C@@H]%10O[C@H](CO)[C@@H](O)[C@H](O)[C@H]%10O)(CC[C@@H](C)[C@@]9(C)O)CC[C@]78C)[C@@]6(CO)C(=O)O)C5CC[C@]43C)[C@@H]2[C@]1(C)O (some centres not stated)	i	i
COc1ccc(NC(=O)CSc2nnc(N)s2)cc1S(=O)(=O)N1CCCCC1	i	i

# Additional entries.
smiles	ANO1 activ	KCNK3 inh
C(=C\c1sc(Nc2ccccc2)n[n+]1-c1ccccc1)/c1ccccc1	-8.89*	i
COc1ccc(C(=O)N2CCN(c3ccc(F)cc3)CC2)cc1S(=O)(=O)NC1CC1	i	i
O=C(COC(=O)/C=C/c1ccccc1)NC1CCCCC1	i	i
Cc1ccc(S(=O)(=O)N2CCN(C(=O)COC(=O)/C=C/c3cccc([N+](=O)[O-])c3)CC2)c(C)c1	i	i
CCn1nc(C(=O)Nc2ccc(N3CCOCC3)cc2)c2ccccc2c1=O	i	i
O=C(COC(=O)c1ccc2ncsc2c1)Nc1cc([N+](=O)[O-])ccc1Cl	i	i
COc1cccc(OCCNc2ccc([N+](=O)[O-])cn2)c1	i	i
CCN(CC)c1ccc(C(=O)OCC(=O)Nc2cc(C)on2)cc1	i	i
CCOC(=O)/C=C1/SCC(=O)N1CC(=O)Nc1ccc2c(c1)CCC2	i	i
Cc1ccc(C)c(C(=O)COC(=O)c2n[nH]c3ccccc23)c1	i	i

# (cont.)
smiles	ANO1 activ	KCNK3 inh
Cc1ccc(C(=O)NNC(=O)c2ccc3c(c2)OCCO3)cc1	i	i
COc1cccc(CN(C)C(=O)c2cc(S(=O)(=O)NC3CCCCC3)ccc2C)c1OC	i	i
O=c1oc2ccc(C#CC3(O)CCCCC3)cc2cc1-n1cc(C2(O)CCCCC2)nn1	i	i
COc1cc(CC(=O)NNC(=O)c2cccs2)cc(OC)c1OC	i	i
CCOc1ccc(C(=O)NNC(=O)c2cc(S(=O)(=O)N3CCOCC3)ccc2Cl)cc1	i	i
